aSyn yeast inh – qHTS of alpha-syn Inhibitors. hit rate 0.14% among 370,000. Potency, µM (series often up to 46.1 µM), for inactives: top-dose growth rescue (activation), hits mostly activators. AID 652106, 2013. Yeast expressing alpha-synuclein, growth rescue, BacTiter-Glo, 24 h; further: potency means the concentration at half of the fitted maximal effect; % of control where 0% means no effect; nearly all actives have a fitted effect of over 65% in size
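Readout is rescue of growth in alpha-synuclein-expressing yeast, so inhibitors of toxicity appear as activators. Growth after 24 hr at 30 deg C in galactose medium is quantified by luminescence.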
EPAC1 ag – qHTS for Agonist of cAMP-regulated guanine nucleotide exchange factor 3 (EPAC1): primary screen; AID 720707, 2013; Potency, µM (titrated, usually from 154 µM), without a hit: at the highest dose activation, most hits filed as activators; EPAC1 agonist qHTS, biochemical assay; response scale: 100% = response to 6.5 mM cAMP; hit rate 0.073% among 360,000; further: potency means the concentration at half of the fitted maximal effect; nearly all actives have a fitted effect of over 60% in size
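Multi-concentration qHTS readout: loss of Rap1B-bound BODIPY-GDP fluorescence driven by 100 nM EPAC1 with excess GDP (50 uM), monitored kinetically at room temperature; agonist response expressed relative to 6.5 mM cAMP.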
PLK1 PBD inh – qHTS for Inhibitors of PLK1-PDB (polo-like kinase 1 - polo-box domain): Primary Screen | Plk1 PBD binding of FITC phosphopeptide, fluorescence polarization | hit rate 2.8% among 360,000 | Potency, µM, inactives show max response, negative = inhibition, hits mostly inhibitors; further: potency means the concentration at half of the fitted maximal effect; series mostly up to about 57 µM; on the % scale 0 is the no-effect control and ±100 the full control effect; nearly all actives have a fitted effect of over 65% in size
Abeta yeast res – qHTS for compounds that reverse cellular toxicity of Amyloid beta (A-beta) peptide in yeast: Primary Screen; Potency, µM (highest dose often 46.1 µM), for the others: at the top dose growth rescue, hits mostly activators; yeast expressing A-beta42, growth rescue, OD600, 48 h; response scale: 0% DMSO, 100% iron-clioquinol control; AID 1347071, 2019; hit rate 0.063% among 410,000; further: potency means the concentration at half of the fitted maximal effect; nearly all actives have a fitted effect of over 55% in size
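Yeast A-beta toxicity model in growth medium with pinned compounds, 48 h at 30 C; growth read as absorbance at 600 nm. Normalized to FeCl3/clioquinol equimolar mix (positive) and DMSO (negative).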
PI5P4K alpha inh – qHTS for Inhibitors of phosphatidylinositol 5-phosphate 4-kinase (PI5P4K). Phosphatidylinositol 5-phosphate 4-kinase type-2 alpha (Homo sapiens), P48426. PI5P4Kalpha enzyme, ADP-Glo luminescence, 60 min; hits give low values. max response, %. hit rate 1.2% among 330,000; active means max response of -50% or lower; inconclusive means between -30% and -50%; inactive means -30% or higher; further: value at the top dose of about 77 µM; on the % scale 0 is the no-effect control and ±100 the full control effect
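qHTS, 1536-well: enzyme/substrate mix, compound by pin tool, 5 microM ATP final; RT 60 min; ADP-Glo reagents 1 (45 min) then 2 (30 min); luminescence.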
FUS yeast rescue – qHTS for Suppressors of FUS Proteinopathy: Primary screen using FUS-linked yeast assay; S. cerevisiae FUS-expressing, growth rescue, OD600, 24 h; AID 1347120, 2019; Potency, µM (doses to about 76.6 µM), without a hit: top-dose growth rescue (activation), usual class: activators; hit rate 0.24% among 390,000;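 further: potency means the concentration at half of the fitted maximal effect; plate controls were DMSO vehicle for no effect and reference control for full effect; nearly all actives have a fitted effect of over 55% in size; some results filed as inactive show a strong effect at the top dose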
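Quantitative HTS measuring growth restoration of FUS-toxic yeast. Galactose-induced cells (OD 0.005) were exposed 24hr at 30C to compounds at several concentrations, then absorbance at 600 nm was recorded.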
IL-2 act – qHTS of IL-2 Activators; activation, % (series mostly up to about 46 µM); IL-2 activation reporter assay, cell-based qHTS; stimulated with anti-CD3/CD4/CD28 beads; in transgenic mouse T cells; AID 652025, 2013; hit rate 0.065% among 360,000; in the data active means activation above about 50%; inconclusive means mostly about 30% to 49%; further: 0% is about no effect
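Screening format: compound pinned onto unstimulated transgenic mouse T cells, 60 min incubation, then anti-CD3/anti-CD4/anti-CD28 bead stimulation for 18 hours at 37 degrees C, followed by EGFP and DsRed detection.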
WRN inhibitor – qHTS for Inhibitors of WRN Helicase. Bifunctional 3'-5' exonuclease/ATP-dependent helicase WRN (Homo sapiens), Q14191. WRN helicase unwinding, fluorescent forked duplex, kinetic. Potency, µM (titrated, usually from 114 µM), for the others: top-dose activity change, negative = inhibition, hits mostly inhibitors. hit rate 0.46% among 360,000. AID 651768, 2012; further: potency means the concentration at half of the fitted maximal effect; on the % scale 0 is the no-effect control and ±100 the full control effect; nearly all actives have a fitted effect of over 55% in size
Target sequence (Q14191 whole entry, looked up): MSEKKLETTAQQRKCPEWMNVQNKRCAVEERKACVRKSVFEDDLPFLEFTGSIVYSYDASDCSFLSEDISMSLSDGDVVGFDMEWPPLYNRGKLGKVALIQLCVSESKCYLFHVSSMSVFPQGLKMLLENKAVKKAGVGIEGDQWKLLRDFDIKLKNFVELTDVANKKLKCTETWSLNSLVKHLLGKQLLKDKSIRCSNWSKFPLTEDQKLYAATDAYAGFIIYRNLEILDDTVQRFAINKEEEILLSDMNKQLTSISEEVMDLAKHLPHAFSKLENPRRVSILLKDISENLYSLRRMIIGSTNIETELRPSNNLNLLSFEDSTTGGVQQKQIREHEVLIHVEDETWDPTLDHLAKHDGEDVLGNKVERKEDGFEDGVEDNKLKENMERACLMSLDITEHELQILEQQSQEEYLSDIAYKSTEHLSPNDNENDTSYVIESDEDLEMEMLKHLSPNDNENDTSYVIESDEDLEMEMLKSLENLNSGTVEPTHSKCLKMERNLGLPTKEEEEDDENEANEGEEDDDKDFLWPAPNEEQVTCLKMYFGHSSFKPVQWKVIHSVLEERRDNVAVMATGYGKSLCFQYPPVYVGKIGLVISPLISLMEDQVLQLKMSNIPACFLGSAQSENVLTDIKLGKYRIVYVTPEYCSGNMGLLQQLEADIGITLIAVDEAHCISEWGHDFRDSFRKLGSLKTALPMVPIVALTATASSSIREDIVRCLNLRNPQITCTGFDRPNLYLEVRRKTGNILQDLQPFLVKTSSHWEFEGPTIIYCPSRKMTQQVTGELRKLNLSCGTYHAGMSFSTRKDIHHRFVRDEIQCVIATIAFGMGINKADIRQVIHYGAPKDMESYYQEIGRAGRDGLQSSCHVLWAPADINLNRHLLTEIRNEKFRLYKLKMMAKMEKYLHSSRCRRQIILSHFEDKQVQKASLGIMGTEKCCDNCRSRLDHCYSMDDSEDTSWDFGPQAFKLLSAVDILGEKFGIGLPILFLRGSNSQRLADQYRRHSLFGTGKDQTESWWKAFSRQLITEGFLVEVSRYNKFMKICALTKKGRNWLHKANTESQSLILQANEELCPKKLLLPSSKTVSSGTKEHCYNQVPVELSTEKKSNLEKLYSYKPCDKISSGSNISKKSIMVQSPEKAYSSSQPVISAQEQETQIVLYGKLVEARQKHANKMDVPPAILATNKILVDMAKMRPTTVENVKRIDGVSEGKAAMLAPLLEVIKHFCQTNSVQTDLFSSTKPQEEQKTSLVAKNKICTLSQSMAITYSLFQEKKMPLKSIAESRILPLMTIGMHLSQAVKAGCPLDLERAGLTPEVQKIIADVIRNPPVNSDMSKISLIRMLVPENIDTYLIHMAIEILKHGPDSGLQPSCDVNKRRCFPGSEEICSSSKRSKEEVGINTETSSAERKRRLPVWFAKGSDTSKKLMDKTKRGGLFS
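Enzyme (20 nM final) and test compound sit together 15 min at room temperature before substrate addition. Substrate is a single-forked duplex oligonucleotide (100 nM) labelled with fluorophore and quencher, with 2 mM ATP; helicase unwinding raises red fluorescence, read kinetically.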
EPAC1 antag – qHTS for Antagonist of cAMP-regulated guanine nucleotide exchange factor 3 (EPAC1): primary screen; Rap guanine nucleotide exchange factor 3 (Homo sapiens), O95398; EPAC1 GEF assay, Rap1b-BODIPY-GDP exchange fluorescence; Potency, µM (series often up to 115 µM), without a hit: at the top dose activity change, negative = inhibition, hits mostly inhibitors; hit rate 0.14% among 360,000; AID 720709, 2013;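 further: potency means the concentration at half of the fitted maximal effect; plate controls were vehicle for no effect and positive control for full effect; nearly all actives have a fitted effect of over 50% in size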
* = called active by the depositor; ? = inconclusive; nt = no result given; [ ] = another dose, or the depositor's remark. Unless noted, the call rests on the fitted dose curve; in most records, active means well fitted curve in the direction sought with a large enough effect; inconclusive means small, poorly fitted or top-dose-only effect, or another doubt; inactive means no such curve, though single readings can be large; an effect the other way counts as inactive or inconclusive.

molecule	aSyn yeast inh	EPAC1 ag	IL-2 act	Abeta yeast res	PI5P4K alpha inh	EPAC1 antag	WRN inhibitor	FUS yeast rescue	PLK1 PBD inh
Cc1nc2ncnn2c(C)c1Cc1c(Cl)cccc1Cl	5.2%	0.0%	-2.6	-34.0%[inhibitor]	3.1	-4.3%	8.0%	6.9%	-8.2%
CNC(=O)CSc1nnc(-c2ccccn2)n1Cc1ccco1	3.0%	8.7%	-1.4	-10.2%	0.9	3.9%	2.9%	3.6%	-7.3%
Cc1cc(C)cc(C(=O)NC(CC(N)=O)c2ccc(N3CCC(Br)CC3)c([N+](=O)[O-])c2)c1 (configuration not stated)	0.5%	-0.1%	-0.4	-9.0%	3.4	0.3%	-11.5%	13.2%	-0.2%
CC(NS(=O)(=O)c1ccc(Cl)c(Cl)c1)C(=O)OCC(=O)Nc1ccc2c(c1)OCO2 (configuration not stated)	1.0%	10.4%	0.1	-0.9%	4.5	0.2%	-6.6%	21.9%	-26.3%
CCCCC/C(=N\NC(=O)CCC(=O)NCc1ccccc1)c1ccccc1	1.8%	-12.7%	-0.1	-20.3%	1.8	9.0%	1.9%	-7.2%	2.0%
Cc1cc(Br)ccc1NC(=O)CNC(=O)CNc1cccc([N+](=O)[O-])c1	-4.1%	-16.0%	-0.3	-8.6%	4.1	0.5%	1.7%	-17.6%	-2.9%
O=C(NCC1CCCO1)c1cnc(Cl)c(Cl)c1 (configuration not stated)	23.0%	0.3%	0.3	-1.3%	0.7	-9.0%	15.7%	5.8%	-3.0%
c1ccc(OCc2nc(-c3ccncc3)no2)cc1	3.7%	-1.0%	2.3	18.0%	-3.4	-0.2%	-4.4%	13.5%	-3.7%
CC12C(=O)N(CCC(=O)O)C(=O)C1C1C=CC2C1 (configuration not stated)	-1.3%	3.2%	0.0	-5.1%	-7.1	-6.4%	0.2%	16.8%	-8.5%
CCOc1ccc(N2C(=O)Nc3ccc(Br)cc3C2(O)C(=O)NC(C)C)cc1 (configuration not stated)	2.1%	-2.8%	0.5	-1.0%	-1.7	-6.7%	7.2%	11.2%	2.5%
CC(C)(C)c1nnc(NC(=O)CCS(=O)(=O)Cc2ccccc2)s1	-1.9%	-9.5%	-1.3	-4.1%	-9.7	4.3%	0.3%	-9.3%	0.1%
O=C(N/N=C/c1ccc(O)cc1)c1cncc(Br)c1	-11.7%	1.0%	-2.8	-15.9%	0.6	-11.2%	-4.0%	29.5%	-11.4%
CCn1cc(SCC(=O)N2CCc3ccccc32)c2ccccc21	?	-7.8%	-3.3	0.2%	0.3	?	-4.0%	31.3%	-5.0%
O=C(Nc1ccc2c(c1)OCCO2)c1cc(-c2ccccc2)nc2ccccc12	-15.7%	15.5%	0.4	-11.9%	1.2	-20.3%	-11.3%	18.2%	-8.1%
FC(F)(F)c1cccc(N2CCN(C3CC4CCC3C4)CC2)c1 (configuration not stated)	6.2%	-11.8%	-0.9	-19.4%	1.6	-10.1%	-18.4%	6.8%	-0.5%
CN1CCN(C(=O)c2cc(COc3ccccc3)on2)[C@@H](c2ccccc2)C1	-3.1%	-2.5%	-2.1	-20.3%	-4.9	-16.0%	-0.8%	16.7%	-2.9%
FC(F)(F)c1cnc(Sc2nc3nccc(-c4ccc(Cl)cc4)n3n2)c(Cl)c1	9.5%	-13.8%	0.7	-33.9%[inhibitor]	nt	2.3%	-6.6%	42.0%	-19.2%
Cc1cccc(CN2C(=O)[C@H]3Cc4c([nH]c5ccccc45)C(C)(C)N3C2=O)c1	nt	-16.8%	-4.3	?	nt	-1.2%	nt	?	nt
COc1ccc(-c2nnc(SCC(=O)NC3CCCCC3)o2)cc1	7.1%	-4.8%	1.5	-4.5%	-4.7	-5.7%	7.8%	13.9%	-2.3%
O=C(CN(c1ccccc1F)S(=O)(=O)c1ccccc1)NC1CCCCCC1	-1.1%	0.1%	-1.5	18.1%	nt	5.6%	-15.6%	5.7%	1.3%

Later entries.
molecule	aSyn yeast inh	EPAC1 ag	IL-2 act	Abeta yeast res	PI5P4K alpha inh	EPAC1 antag	WRN inhibitor	FUS yeast rescue	PLK1 PBD inh
COc1ccc(NC(=O)c2cc(OC)c(OC)c(OC)c2)cc1S(=O)(=O)N1CCCCC1	-0.2%	-4.8%	-1.1	-1.9%	-8.8	-21.6%	-10.9%	16.3%	2.3%
OC(COCc1ccc2c(c1)OCO2)CN1CCC(Cc2ccccc2)CC1 (configuration not stated)	-1.7%	1.3%	-0.8	5.7%	-2.5	-12.3%	-5.4%	6.2%	2.3%
Cc1c(C(=O)N2CCN(C)CC2)oc2c1C(=O)CC(C)(C)C2	2.7%	-1.9%	0.2	14.3%	nt	-1.6%	2.5%	6.8%	-2.3%
O=C(NCCN1CCOCC1)C(=O)NCc1ccc2c(c1)OCO2	-1.3%	6.8%	0.8	14.9%	0.8	-9.3%	2.8%	8.9%	0.4%
Cc1cc(=O)oc2c1c(C)nn2-c1cccc(Cl)c1	-4.2%	-13.9%	-1.5	-10.4%	-1.8	?	-5.0%[57.1 µM]	?	-9.5%
Cc1ccc(NC(=O)/C=C/c2cccs2)c([N+](=O)[O-])c1	-5.0%	14.0%	-2.4	-10.3%	-0.1	-13.1%	2.7%	4.0%	-7.8%
CCOc1ccccc1CNC(=O)C1CCN(C(=O)N2CC(C)Oc3ccc(C)cc32)CC1 (configuration not stated)	0.7%	1.4%	-3.6	1.6%	0.3	12.5%	-1.4%	33.5%	-9.6%
Cc1nnc(NC(=O)CCSCCC(=O)Nc2nnc(C)s2)s1	0.3%	-4.9%	0.1	-5.1%	?	-28.3%	50.1µM*	3.6%	?
O=C(CCN1C(=O)S/C(=C\c2ccccc2)C1=O)N1CCCCC1	2.2%	11.4%	0.0	-26.7%	-2.5	1.4%	1.1%	23.9%	-7.7%
Cc1ccc(N2CCN(C(=O)C(=O)c3cccc(Br)c3)CC2)cc1	8.3%	11.0%	-0.1	-1.9%	2.0	-20.8%	-13.3%	10.8%	-6.2%
Cc1ccc(S(=O)(=O)C2(C(=O)N3CCN(c4ccccc4F)CC3)CC2)cc1	0.0%	2.3%	0.2	-4.1%	0.5	1.4%	7.0%	28.6%	-5.9%
CCOc1ccc(NC(=O)CC2NCCNC2=O)cc1 (configuration not stated)	-7.1%	0.0%	-2.0	-3.2%	-1.5	3.3%	-1.6%	-0.9%	-7.7%
COc1ccc(Cc2nnc(SCC(=O)c3c(N)n(C4CC4)c(=O)[nH]c3=O)o2)cc1	-1.1%	-5.7%	0.8	4.8%	0.4	11.1%	4.3%	0.2%	-0.1%
COC(=O)COc1ccc(S(=O)(=O)Nc2ccc(C(N)=O)cc2)cc1	-9.6%	-4.0%	2.5	21.5%	nt	12.8%	-2.5%	10.1%	-1.5%
CCOc1cc(C=NNC(=O)N(c2ccccc2)c2ccccc2)ccc1O	-5.4%	-5.4%	0.2	-18.8%	-11.4	2.0%	-11.3%	-11.9%	-7.3%
COc1ccc(N=C2SCC(c3ccc(C)cc3)=NN2CCO)cc1	4.3%	6.2%	1.3	-5.7%	17.7	-0.3%	-4.7%	21.9%	7.5%
Cc1ccccc1NC(=O)c1cc(S(=O)(=O)N2CCCCC2)cs1	0.1%	11.0%	-0.8	-24.4%	nt	-1.3%	-11.1%	-9.4%	-5.6%
O=C(NCc1cccc(Cl)c1)c1ccc(-c2cccnc2)c2ccoc12	3.1%	2.2%	0.0	-71.9%[inhibitor]	3.5	-6.3%	-9.0%	17.8%	-2.2%
Cc1cc2n(n1)C(c1ccsc1)Nc1ccccc1-2 (configuration not stated)	-20.0%	8.3%	1.6	-20.6%	-2.6	1.1%	-8.7%	26.1%	1.0%
Cc1ccc(C2(c3ccc(C)cc3)NC(=O)N(Cc3c(C)noc3C)C2=O)cc1	18.3%	21.3%	-0.3	?	3.8	-14.8%	-0.9%	40.5%	-8.8%
CCNC(=O)COn1c(SCC(=O)NCC)nc2ccccc2c1=O	-1.8%	7.0%	-2.2	-4.9%	-4.1	-3.5%	11.6%	11.4%	-4.8%
O=C(Nc1ncc2c(n1)-c1ccccc1CC2)c1ccc(Cl)cc1	12.8%	7.8%	0.4	3.1%	nt	-1.1%	-6.1%	30.4%	-3.4%
O=C1/C(=C/Nc2cccc([N+](=O)[O-])c2)CCc2ccccc21	-0.6%	-7.4%	-0.4	1.0%	6.6	19.9%	-31.8%[57.1 µM]	22.7%	?

High-throughput results as filed in PubChem.
